# ELG1 genotox: genotoxicity induction in ELG1-luciferase HEK293T cells | 330,000 compounds, 1.3% hits | AID 504466 | Potency, µM (titrated, usually from 46 µM), inactives show at the top dose activity change, positive = activation, hits mostly activators | HEK293T ELG1-luciferase reporter, luminescence, 16 h; further: % of control where 0% means no effect; nearly all actives have a fitted effect of over 60% in size
#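 ELG1-luciferase HEK293T cells, 2,000/well; compound pinned in; 16 hr, 37 °C, 5% CO2; ONE-Glo, 30 min RT; luminescence on CCD imager.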
# MBNL1 CUG block: inhibitors of human MBNL1 binding to CUG repeat RNA. TR-FRET MBNL1-His/biotin-(CUG)12 binding, 665/545 ratio. Potency, µM (titrated, usually from 57.5 µM), for the others: at the top dose activity change, negative = inhibition, actives largely listed as inhibitors. 280,000 compounds, 0.036% hits; active means well fitted inhibition curve with a large enough effect in the signal ratio, with a control signal flat, not every such curve was filed as active; inconclusive means small, poorly fitted or top-dose-only effect, or effect the other way, or a change in a side signal; inactive means no such curve, though single readings can be large or run the other way; the % refers to the signal ratio; further: on the % scale 0 is the no-effect control and ±100 the full control effect
#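 Inhibition of protein-RNA binding appears as loss of TR-FRET between terbium anti-His antibody on MBNL1-His and streptavidin-XL665 on biotin-(CUG)12. Activity is normalized to buffer-only and uninhibited-complex controls.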
# RORgamma inh: ROR gamma (mouse) transcription inhibition; Potency, µM (series often up to 53.6 µM), for the others: top-dose activity change, negative = inhibition, most hits filed as inhibitors; 310,000 compounds, 5.4% hits; P51450; Drosophila S2 Gal4-RORgamma UAS-luciferase reporter, 20 h; AID 2551; further: on the % scale 0 is the no-effect control and ±100 the full control effect; nearly all actives have a fitted effect of over 60% in size
# Target sequence (P51450 whole entry, looked up, the tested form may be a part): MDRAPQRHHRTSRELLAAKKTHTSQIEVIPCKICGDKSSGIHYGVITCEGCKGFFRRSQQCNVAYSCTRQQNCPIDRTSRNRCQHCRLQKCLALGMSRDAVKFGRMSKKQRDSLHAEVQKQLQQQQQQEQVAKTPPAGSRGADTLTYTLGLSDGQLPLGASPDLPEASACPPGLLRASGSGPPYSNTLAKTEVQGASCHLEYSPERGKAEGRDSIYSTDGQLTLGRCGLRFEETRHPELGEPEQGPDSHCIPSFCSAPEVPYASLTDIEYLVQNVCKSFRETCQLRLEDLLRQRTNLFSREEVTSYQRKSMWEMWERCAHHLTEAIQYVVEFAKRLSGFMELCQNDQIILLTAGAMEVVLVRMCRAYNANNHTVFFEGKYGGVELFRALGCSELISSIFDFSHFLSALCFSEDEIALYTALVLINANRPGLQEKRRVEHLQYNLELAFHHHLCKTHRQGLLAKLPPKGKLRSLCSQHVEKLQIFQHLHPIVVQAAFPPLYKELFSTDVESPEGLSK
#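 Compounds are pin-transferred onto Drosophila Schneider cells expressing a copper-inducible Gal4–ROR gamma transactivation domain fusion. After 1 hr, copper sulfate is added to 700 uM final; luciferase is read 20 hr later.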
# FLuc counter: firefly luciferase modulation, counter-screen for miR-21 project. 360,000 compounds, 6.9% hits. P08659. Potency, µM (highest dose often 57.5 µM), inactives show top-dose activity change, negative = inhibition, usual class: inhibitors. AID 588342. purified FLuc, Km substrates, luminescence inhibition;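 further: plate controls were vehicle for no effect and reference inhibitor for full effect; nearly all actives have a fitted effect of over 55% in size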
# Target sequence (P08659 whole entry, looked up): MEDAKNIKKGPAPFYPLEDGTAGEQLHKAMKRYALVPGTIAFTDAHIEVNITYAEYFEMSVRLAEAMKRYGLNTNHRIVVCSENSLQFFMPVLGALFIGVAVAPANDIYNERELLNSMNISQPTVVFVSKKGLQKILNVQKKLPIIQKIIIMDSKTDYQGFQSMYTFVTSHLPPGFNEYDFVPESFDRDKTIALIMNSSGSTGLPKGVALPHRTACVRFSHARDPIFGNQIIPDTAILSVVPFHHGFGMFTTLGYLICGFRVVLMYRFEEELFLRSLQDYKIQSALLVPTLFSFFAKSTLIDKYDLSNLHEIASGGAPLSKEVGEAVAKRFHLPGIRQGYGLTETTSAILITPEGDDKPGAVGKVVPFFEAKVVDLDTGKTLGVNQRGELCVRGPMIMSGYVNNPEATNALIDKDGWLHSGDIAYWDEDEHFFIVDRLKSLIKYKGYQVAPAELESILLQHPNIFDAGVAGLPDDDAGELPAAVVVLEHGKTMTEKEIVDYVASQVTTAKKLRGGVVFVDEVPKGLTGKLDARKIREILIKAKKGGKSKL
#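 Biochemical qHTS of compounds, final roughly 60 µM downward over six points, against 10 nM purified firefly luciferase using Km concentrations of substrates (10 uM D-luciferin, 10 uM ATP) in Tris acetate pH 7.5 buffer; luminescence output.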
# p53 reactivator: re-activators of mutant p53. AID 504706. H1299 p53-A138V BP100-luciferase reporter, luminescence, 24 h. 320,000 compounds, 0.063% hits. Potency, µM (top dose mostly 92.2 µM), for inactives: at the top dose activity change, positive = activation, hits mostly activators; further: % of control where 0% means no effect; nearly all actives have a fitted effect of over 45% in size
#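 p53-null H1299 cells stably carrying temperature-sensitive p53-A138V and a BP100-luciferase reporter were pinned with compounds (4-point, 1:5 series) and held 24 hrs at 37 deg C. Luminescence was read 10 min after detection reagent.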
# Rab9 promoter act: Rab9 promoter activation; Huh7 Rab9 promoter-luciferase reporter, luminescence, 24 h; Potency, µM (series often up to 9.22 µM), without a hit: top-dose activation, negative = inhibition, actives largely listed as activators; 320,000 compounds, 2.8% hits; further: % of control where 0% means no effect; nearly all actives have a fitted effect of over 60% in size
#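 Luminescence read-out: Huh7 cells stably expressing Rab9-luciferase, treated 24 h with compound at 37 °C, then lysed with luciferase reagent for 10 min at ambient before reading.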
# uPA surface inh: cell surface uPA generation inhibition | AID 540303 | Potency, µM (top dose mostly 38.3 µM), inactives show at the highest dose activity change, negative = inhibition, most hits filed as inhibitors | cell surface uPA generation assay, qHTS | 330,000 compounds, 0.31% hits; active means well fitted inhibition curve with a large enough effect; inconclusive means small, poorly fitted or top-dose-only effect; inactive means no such curve, though single readings can be large or run the other way; tested in mouse RAW 264.7 cells; further: on the % scale 0 is the no-effect control and ±100 the full control effect; nearly all actives have a fitted effect of over 55% in size
# NPC1 prom act: activates the NPC1 promoter. Huh7 NPC1 promoter luciferase reporter, 24 h. Potency, µM (doses to about 9.22 µM), inactives show top-dose activation, usual class: activators. 320,000 compounds, 2.4% hits. AID 485313;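 further: % of control where 0% means no effect; nearly all actives have a fitted effect of over 60% in size; reporter is driven by a mutant NPC1 promoter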
#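 NPC1 promoter–luciferase Huh7 cells; 24 h compound; luminescence.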
# BRCA1 expr up: BRCA1 expression activation; MCF7-BRCA1-FFLuc reporter, luminescence, 48 h; response scale: scaled: vehicle 0%, 10 µM genistein 100%; Potency, µM (doses to about 46.1 µM), for the others: at the top dose activation, usual class: activators; 380,000 compounds, 1.1% hits; AID 624202; further: nearly all actives have a fitted effect of over 80% in size; some results filed as inactive show a strong effect at the top dose
#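 Activators of BRCA1 expression were detected as increased firefly luciferase luminescence in engineered MCF7 cells after 48 h compound incubation. Signals were scaled to genistein 10 microM as full activation.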
# Gal4-VP16 FLuc: Gal4-VP16 reporter inhibition counter-screen. Drosophila S2 Gal4-VP16 UAS-luciferase, luminescence, 20 h. Potency, µM (top dose mostly 53.6 µM), inactives show top-dose activity, negative = inhibition, most hits filed as inhibitors. 310,000 compounds, 3.5% hits. AID 2546;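 further: Gal4-VP16 expression switched on by copper sulfate through the metallothionein promoter; on the % scale 0 is the no-effect control and ±100 the full control effect; nearly all actives have a fitted effect of over 50% in size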
# Numbers without * were called inactive; u = inconclusive; x = no result given; & = joins results of further samples; [ ] = another dose, or the depositor's remark. Unless noted, the call rests on the fitted dose curve; in most records, active means well fitted curve in the direction sought with a large enough effect; inconclusive means small, poorly fitted or top-dose-only effect, or another doubt; inactive means no such curve, though single readings can be large; an effect the other way counts as inactive or inconclusive. Potency means the concentration at half of the fitted maximal effect.
SMILES,ELG1 genotox,MBNL1 CUG block,RORgamma inh,FLuc counter,p53 reactivator,Rab9 promoter act,uPA surface inh,NPC1 prom act,BRCA1 expr up,Gal4-VP16 FLuc
NNC(=O)CSc1nc(-c2ccccc2)nc2c1CCCC2,1%,-3%,u,u,-1%,-7%,4%,8%,-13%,-19%
Nc1nn(-c2ccccc2)c(N)c1N=Nc1cccc(F)c1,6.5µM*,u,16%,4.3µM*,u,u,1.4µM*,u,63%,4%
CCOc1ccc(OCc2cccc(C(=O)N/N=C/c3cccnc3)c2)cc1,0.23µM*,-13%,-2%,1.5µM*,45%,0.1µM*,-9%,0.1µM*,u,-13%
CC(C)CCNC(=O)c1c(CSc2ccccc2)noc1C(=O)NCc1ccccc1,2%,-1%,-2%,2%,4%,-14%,6%,-5%,18%,9%
O=c1cc(CO)oc(C(Nc2ccccn2)c2ccsc2)c1O (stereo not given),4%,1%,-3%,-2%,4%,6%,x,3%,x,-5%
O=C(N/N=C/c1ccc(Cl)c([N+](=O)[O-])c1)c1cc(-c2ccc3c4c(cccc24)CC3)n[nH]1,-13%,-7%,9%,-1%,-1%,-22%,5%,-12%,-97%,-2%
Cc1cc(NC(=O)CSc2nc3ccccc3c(=O)n2C2CCCC2)no1,16%,-1%,0%,3%,-3%,-16%,-10%,-12%,-86%,-4%
COc1ccc(CNC(=O)c2noc3c2CCCC3)cc1,u,-10%,u,u,u,23%,x,28%,u,8%
Cc1cccc(OCC(=O)Nc2c3c(nn2C(C)(C)C)CS(=O)(=O)C3)c1,-9%,-2%,20%,7%,-12%,-2%,-1%,9%,3%,-4%
COc1ccccc1OCC(=O)NC1CCCCCC1,0%,4%,7%,-16%,u,22%,1%,18%,71%,4%
CCCCn1c(N)c(N(CCC(C)C)C(=O)COC(=O)c2ccc([N+](=O)[O-])s2)c(=O)[nH]c1=O,-3%,x,x,x,-9%,x,2%,x,-39%,x
Cc1cccc(N(CC(=O)O)CC(=O)O)c1,0%,x,4%,-1%,-1%,3%,0%,0%,-13%,3%
COC(=O)c1ccc(-c2ncc(-c3cccc4ccccc34)o2)cc1,4%,-1%,u,u,u,1.8µM*,-1%,u,u,-6%
Cc1nnc(NCCN2CCOCC2)[nH]c1=O,-1%,4%,-3%,1%,17%,-2%,5%,-2%,1%,0%
Cc1noc(C)c1S(=O)(=O)N(C)C[C@H]1Oc2c(NS(=O)(=O)c3cn(C)cn3)cccc2C(=O)N([C@H](C)CO)C[C@@H]1C,1%,x,x,x,6%,x,-5%,x,12%,x
CC(C)(C)NC(=O)c1oc2ccccc2c1COc1ccccc1,-1%,17%,u,7%,0%,-6%,3%,-3%,-23%,u
Nc1cc(=O)[nH]c(SCCSc2ccccc2)n1,13%,-1%,u,2%,x,-3%,-13%,-7%,-16%,-3%
Nc1c(-c2ccc(Cl)cc2)cnc2c(-c3ccccc3)cnn12,1.6µM*,8%,22µM*,0.48µM*,34%,1.3µM*,-4%,0.32µM*,u,-7%
COc1ccc(NCC(=O)N/N=C2\CCc3ccccc32)cc1,15%,0%,19%,u,-1%,0%,-1%,-2%,47%,6%
O=C(CCC(=O)c1cccs1)Nc1ccccc1F,6%,3%,28%,-9%,u,1%,-1%,2%,13%,-2%
COc1ccc(OC)c(NC(=O)C2CCCNC2=O)c1 (stereo not given),4%,5%,-3%,-1%,1%,-7%,6%,3%,-1%,-5%
COc1ccc(OCC(O)CNC(=O)c2ccc(Br)cc2)cc1 (stereo not given),4%,1%,23%,-2%,1%,-14%,x,0%,1%,8%
CC(=O)OCC[C@H](NS(=O)(=O)OCC(Cl)(Cl)Cl)c1ccccc1,0%,-4%,-25%,0%,x,-4%,-2%,1%,1%,-4%
Fc1ccccc1N1CC(c2ccccc2)C(c2cccs2)=N1 (stereo not given),2%,10%,3%,0%,1%,2%,2%,-5%,2%,-8%
Cn1ccnc1SCC(=O)Nc1ccc2c(c1)OC(F)(F)O2,7%,-9%,-8%,-16%,2%,11%,x,6%,x,-10%

# Remaining list, next part
SMILES,ELG1 genotox,MBNL1 CUG block,RORgamma inh,FLuc counter,p53 reactivator,Rab9 promoter act,uPA surface inh,NPC1 prom act,BRCA1 expr up,Gal4-VP16 FLuc
CC(C)NC(NC(=O)/C=C/c1ccccc1)C(Cl)(Cl)Cl (stereo not given),0%,0%,10%,2%,2%,0%,x,-1%,-3%,-3%
CCOc1ccccc1NC(=O)CSc1nnnn1-c1ccccc1,-4%,-3%,-6%,2%,0%,1%,-1%,-4%,-20%,5%
O=C(NCCCNC(=O)c1ccccn1)c1ccccn1,-1%,-7%,-8%,0%,-16%,10%,5%,1%,-16%,0%
C/C=C(/C(=C/C)c1ccc(O)cc1)c1ccc(O)cc1,-1%,-17%,30%&7%,u,-3%,-7%,30%[activator],0%,-37%,-4%&8%
Cc1ccc(OCc2nnc(NC(=O)c3ccco3)s2)c(C)c1,5%,-5%,-2%,-3%[2.3 µM],17%,-2%,11%,8%,22%,21%
CCOc1ccc(NC(=O)Nc2cccs2)cc1,4.6µM*,-3%,-40%,1.5µM*,28%,1.4µM*,-9%,0.89µM*,u,u
Cc1ccc(N(CC(O)CN2CCOCC2)S(=O)(=O)c2ccc3ccccc3c2)cc1 (stereo not given),-1%,-7%,29%,8%,-6%,-8%,-1%,3%,-9%,-1%
CC1(OC(=O)C2CCCC2)C(=O)C=C2C=C(c3ccsc3)N(C3CCCCC3)C=C2C1=O (stereo not given),-1%,15%,0%,7%,-3%,-3%,10%,-7%,-7%,-10%
CC(C)Oc1ccc(Oc2ccc(C(F)(F)F)cn2)cc1,5%,1%,15%,u,0%,1%,1%,-2%,0%,8%
COc1ccc(-c2noc(CCCC(=O)NCc3ccco3)n2)cc1OC,-1%,7%,-3%[10 µM],0%,2%,-3%,0%,-1%,-7%,-4%
COc1ccc(C(C)C)cc1S(=O)(=O)NC1CCCC1,1%,-2%,2%,5%,27%,0%,-11%,1%,0%,-2%
CCN(CCn1cccn1)C(=O)c1ccc(OC2CCN(C(=O)COC)CC2)cc1,6%,-5%,1%,-2%,13%,4%,-12%,1%,-1%,18%
CC(OC(=O)/C(C#N)=C/c1ccc(N(C)C)cc1)C(=O)NCc1ccco1 (stereo not given),2%,x,x,-2%,10%,2%,x,-2%,x,x
Cc1ccc[n+](C(C)C(=O)c2ccc(-c3ccccc3)cc2)c1 (stereo not given),-2%,-1%,u,-5%,2%,-19%,-11%,-15%,-71%,u
COc1ccccc1N1CCN(/N=C\c2ccccc2)CC1,u,-7%,5%,15µM*,x,u,-2%,u,u,23%
CC1=CC(c2ccccc2)n2nc(N3C(=O)C4CC=CCC4C3=O)nc2N1 (stereo not given),0%,12%,3%[10 µM],7%,1%,-7%,-1%,2%,11%,3%
Cc1cc(NC(=O)CSc2nnc3ccc(-c4ccc(F)cc4)nn23)no1,2%,x,x,2%,-3%,1%,1%,0%,-7%,x
COc1ccc2[nH]c3c(c2c1)CCN1C(=O)N([C@@H](C)C(=O)NCC2CCCO2)C(=O)[C@]31C (stereo not given in full),-2%,9%,-6%,0%,6%,1%,-2%,0%,-14%,0%
O=C(CSCc1cnn(-c2ccccc2)c1-n1cccc1)NCc1cccs1,-1%,4%,17%,-1%,-2%,17%,6%,-3%,-17%,3%
CSc1ccc(CN(C)C(=O)CNC(=O)c2sc3ccccc3c2Cl)cc1,-6%,3%,29%,u,28%,7%,-12%,2%,-35%,6%

# 10 structures already listed, arranged by molar mass, lowest first:
SMILES,ELG1 genotox,MBNL1 CUG block,RORgamma inh,FLuc counter,p53 reactivator,Rab9 promoter act,uPA surface inh,NPC1 prom act,BRCA1 expr up,Gal4-VP16 FLuc
Cc1nnc(NCCN2CCOCC2)[nH]c1=O,-1%,4%,-3%,1%,17%,-2%,5%,-2%,1%,0%
COc1ccc(OC)c(NC(=O)C2CCCNC2=O)c1 (stereo not given),4%,5%,-3%,-1%,1%,-7%,6%,3%,-1%,-5%
Cc1ccc[n+](C(C)C(=O)c2ccc(-c3ccccc3)cc2)c1 (stereo not given),-2%,-1%,u,-5%,2%,-19%,-11%,-15%,-71%,u
Nc1c(-c2ccc(Cl)cc2)cnc2c(-c3ccccc3)cnn12,1.6µM*,8%,22µM*,0.48µM*,34%,1.3µM*,-4%,0.32µM*,u,-7%
Fc1ccccc1N1CC(c2ccccc2)C(c2cccs2)=N1 (stereo not given),2%,10%,3%,0%,1%,2%,2%,-5%,2%,-8%
COC(=O)c1ccc(-c2ncc(-c3cccc4ccccc34)o2)cc1,4%,-1%,u,u,u,1.8µM*,-1%,u,u,-6%
O=c1cc(CO)oc(C(Nc2ccccn2)c2ccsc2)c1O (stereo not given),4%,1%,-3%,-2%,4%,6%,x,3%,x,-5%
CCOc1ccc(OCc2cccc(C(=O)N/N=C/c3cccnc3)c2)cc1,0.23µM*,-13%,-2%,1.5µM*,45%,0.1µM*,-9%,0.1µM*,u,-13%
Cc1cc(NC(=O)CSc2nc3ccccc3c(=O)n2C2CCCC2)no1,16%,-1%,0%,3%,-3%,-16%,-10%,-12%,-86%,-4%
CC(C)CCNC(=O)c1c(CSc2ccccc2)noc1C(=O)NCc1ccccc1,2%,-1%,-2%,2%,4%,-14%,6%,-5%,18%,9%

# Screening results deposited in PubChem by National Center for Advancing Translational Sciences (NCATS).
